HEK293 tox: cytotoxicity in counter-screen for GLP-1R inverse agonists | HEK293 cAMP-luciferase reporter cells, luminescence, 24 h | Potency, µM (series often up to 38.3 µM), inactives show at the highest dose activity change, negative = inhibition, usual class: inhibitors | 410,000 compounds, 0.13% hits | AID 624418;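 further: loss of luciferase light is scored as toxicity; potency means the concentration at half of the fitted maximal effect; on the % scale 0 is the no-effect control and ±100 the full control effect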
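Quantitative HTS format, 1536 wells, 200 cells/uL seeded. Compounds: 23 nL, 24 h, 37 °C. Detection: luciferase reagent, luminescence at 12 min RT; decreased signal taken as cytotoxic.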
EPAC1 antag: EPAC1 (human) antagonism; O95398; EPAC1 GEF assay, Rap1b-BODIPY-GDP exchange fluorescence; Potency, µM (doses to about 115 µM), without a hit: top-dose activity change, negative = inhibition, usual class: inhibitors; 360,000 compounds, 0.14% hits; AID 720709;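 further: potency means the concentration at half of the fitted maximal effect; plate controls were vehicle for no effect and positive control for full effect; nearly all actives have a fitted effect of over 50% in size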
IL2 activator: activators of IL-2; IL-2 activation reporter assay, cell-based qHTS; stimulated with anti-CD3/CD4/CD28 beads; in transgenic mouse T cells; 360,000 compounds, 0.065% hits; AID 652025; activation, % (series mostly up to about 46 µM); in the data active means activation above about 50%; inconclusive means mostly about 30% to 49%; further: 0% is about no effect
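Unstimulated transgenic mouse T cells, 750 per well, received compound and, after 60 minutes, anti-CD3/anti-CD4 bead plus anti-CD28 stimulation. EGFP and DsRed were quantified after 18 hours.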
GLP-1R inv ag: GLP-1 receptor (human) inverse agonism; HEK293 GLP-1R CRE-luciferase, luminescence, 24 h; GLP-1R form is constitutively active; Potency, µM (titrated, usually from 38.3 µM), for the others: top-dose activity change, negative = inhibition, hits mostly inhibitors; AID 624417; P43220; 410,000 compounds, 1.6% hits; further: potency means the concentration at half of the fitted maximal effect; on the % scale 0 is the no-effect control and ±100 the full control effect; nearly all actives have a fitted effect of over 55% in size
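HEK293 cells stably co-expressing constitutively active GLP-1R and a cAMP-responsive luciferase reporter were seeded in DMEM with 10% Nu serum, given compounds after 12 h, and incubated 24 h at 37 deg C. Luminescence was then read.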
GLP1R ag: agonists of human GLP-1 receptor; P43220; HEK293 GLP-1R CRE-luciferase, luminescence, 4-6 h; cells express a hypersensitive GLP-1R form; Potency, µM (titrated, usually from 45.6 µM), without a hit: at the highest dose activation, usual class: activators; 380,000 compounds, 0.007% hits; AID 624172; further: potency means the concentration at half of the fitted maximal effect; % of control where 0% means no effect
PLK1 PBD inh: inhibitors of human PLK1 polo-box domain binding | AID 720504 | P53350 | Plk1 PBD binding of FITC phosphopeptide, fluorescence polarization | Potency, µM, inactives show max response, negative = inhibition, hits mostly inhibitors | 360,000 compounds, 2.8% hits; further: potency means the concentration at half of the fitted maximal effect; series mostly up to about 57 µM; on the % scale 0 is the no-effect control and ±100 the full control effect; nearly all actives have a fitted effect of over 65% in size
PTHR1 ag: activates the human parathyroid hormone receptor PTHR1. AID 743266. HEK293 GP2 PTHR1 cells, GloSensor cAMP luminescence, 1 h. Q03431. 410,000 compounds, 0.075% hits. Potency, µM (top dose mostly 115 µM), for inactives: top-dose activation, actives largely listed as activators; further: potency means the concentration at half of the fitted maximal effect; nearly all actives have a fitted effect of over 55% in size; some results filed as inactive show a strong effect at the top dose; inactives centre near -15; many of its hits are not listed in these tables
Target sequence (Q03431 whole entry, looked up): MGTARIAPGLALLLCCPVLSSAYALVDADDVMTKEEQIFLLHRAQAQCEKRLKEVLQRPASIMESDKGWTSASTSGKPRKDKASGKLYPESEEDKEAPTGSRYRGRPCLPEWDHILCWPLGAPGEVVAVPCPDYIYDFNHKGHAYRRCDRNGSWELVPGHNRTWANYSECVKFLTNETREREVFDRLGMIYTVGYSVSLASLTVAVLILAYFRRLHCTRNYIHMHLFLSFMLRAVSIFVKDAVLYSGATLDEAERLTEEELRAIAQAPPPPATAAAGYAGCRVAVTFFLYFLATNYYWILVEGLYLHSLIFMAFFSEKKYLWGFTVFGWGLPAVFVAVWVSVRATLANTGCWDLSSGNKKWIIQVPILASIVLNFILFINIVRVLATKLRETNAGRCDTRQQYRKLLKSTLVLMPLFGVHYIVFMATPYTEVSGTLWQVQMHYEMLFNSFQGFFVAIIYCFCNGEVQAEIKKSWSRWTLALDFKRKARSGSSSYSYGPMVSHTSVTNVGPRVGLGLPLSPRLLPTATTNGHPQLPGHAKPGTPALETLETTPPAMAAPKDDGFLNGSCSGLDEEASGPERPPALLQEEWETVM
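HEK-293-derived GP2 cells expressing PTHR1 and a GloSensor cAMP reporter, 3,000/well, plated overnight, given luciferin plus IBMX (each 0.5 mM as added) for 1 h at 37 °C, then compound for 1 h at 37 °C. Luminescence was read after 15 min at room temperature.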
EPAC1 agonist: agonists of human EPAC1. O95398. EPAC1 agonist qHTS, biochemical assay; response scale: 100% = response to 6.5 mM cAMP. Potency, µM (series often up to 154 µM), without a hit: top-dose activation, usual class: activators. 360,000 compounds, 0.073% hits. AID 720707; further: potency means the concentration at half of the fitted maximal effect; nearly all actives have a fitted effect of over 60% in size
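Compounds were pinned as a concentration titration into mixtures of EPAC1 (100 nM), BODIPY-GDP-loaded Rap1B (250 nM) and GDP (50 uM). After 5 min at room temperature, fluorescence was followed for 30 min; activity was scaled to 6.5 mM cAMP.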
PI5P4Ka inh: inhibitors of human PI5P4K alpha | P48426 | PI5P4Kalpha enzyme, ADP-Glo luminescence, 60 min; hits give low values | max response, % | 330,000 compounds, 1.2% hits; active means max response of -50% or lower; inconclusive means between -30% and -50%; inactive means -30% or higher; further: value at the top dose of about 77 µM; on the % scale 0 is the no-effect control and ±100 the full control effect
Target sequence (P48426 whole entry, looked up): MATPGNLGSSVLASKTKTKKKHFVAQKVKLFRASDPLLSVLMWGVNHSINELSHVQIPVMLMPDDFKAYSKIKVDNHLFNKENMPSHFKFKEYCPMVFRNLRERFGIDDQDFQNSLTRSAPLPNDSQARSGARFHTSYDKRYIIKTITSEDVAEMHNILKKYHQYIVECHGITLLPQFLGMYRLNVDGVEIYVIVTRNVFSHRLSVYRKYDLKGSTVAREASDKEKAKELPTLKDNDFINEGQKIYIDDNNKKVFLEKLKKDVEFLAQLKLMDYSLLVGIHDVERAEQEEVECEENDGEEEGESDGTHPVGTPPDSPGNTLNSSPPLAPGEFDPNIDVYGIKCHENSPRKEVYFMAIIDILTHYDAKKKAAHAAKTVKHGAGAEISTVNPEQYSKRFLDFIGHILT
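Compounds were pin-transferred onto PI5P4Kalpha and substrate in HEPES pH 7.4 buffer with EGTA, CHAPS and 5% DMSO. ATP (5 microM final) started the reaction, which ran 60 minutes at room temperature before ADP-Glo detection.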
* marks the source's active call; other numbers are inactive results; i = inactive; ? = inconclusive; / = not tested or not shown; & = joins results of further samples; [ ] = another dose, or the depositor's remark. Unless noted, the call rests on the fitted dose curve; in most records, active means well fitted curve in the direction sought with a large enough effect; inconclusive means small, poorly fitted or top-dose-only effect, or another doubt; inactive means no such curve, though single readings can be large; an effect the other way counts as inactive or inconclusive. Not all compounds are listed; the hit share may differ from the screen's.

structure	HEK293 tox	EPAC1 antag	IL2 activator	GLP-1R inv ag	GLP1R ag	PLK1 PBD inh	PTHR1 ag	EPAC1 agonist	PI5P4Ka inh
CCN(CC)C(=O)C1CC(=O)N(c2ccc(F)c(Cl)c2)C1 (configuration not stated)	6%	-1%	0.0	1%	6%	-7%	-4%[57.5 µM]	-3%	0
COc1ccc(-c2ccc(CCC(=O)O)n2-c2ccccc2O)cc1	-19%&-18%	-5%	-0.3	?	10%	-8%	-14%&-10%	6%	?
O=C(Nc1n[nH]c(=S)s1)c1ccc2ccccc2c1	-3%	-7%	4.8	30%	13%	?	i	2%	-55*
CCn1c(=O)c(=O)[nH]c2cc(C(=O)N3CCN(c4ccccc4F)CC3)ccc21	-6%	8%	0.4	37%[activator]	-3%	-1%	i	-8%	-7
COC(=O)[C@]1(Cc2ccccc2)N[C@H](CN(C)C(=O)C2CCCCC2)[C@@H]2C(=O)N(C)C(=O)[C@@H]21	-9%	-24%	-0.2	7%	1%	2%	i	-7%	-3
COc1cccc(NC(=S)N2c3ccccc3CC2C)c1 (configuration not stated)	-5%	-25%	-3.5	-12%	2%	-4%	-13%	-3%	-6
COc1ccc(CNC(=O)COC(=O)c2ccc(S(=O)(=O)N3CCOCC3)cc2)cc1	5%	-9%	0.2	-27%	4%	-5%	i	-4%	-9
Cc1ccc(S(=O)(=O)NCC(=O)OCC(=O)c2cccs2)cc1	5%	0%	-0.8	-9%	-5%	-1%	-17%[57.5 µM]	5%	5
CC1(c2ccccc2)NC(=O)N(CC(=O)Nc2cc(S(=O)(=O)N3CCOCC3)ccc2Cl)C1=O (configuration not stated)	-4%	-25%	-0.7	8%	1%	-2%	i	5%	-1
O=C(C[C@H]1C[C@H](C(=O)N2CCOCC2)[C@@]2(CCC3CCCC3)c3[nH]c4ccc(Cl)cc4c3CCN2C1=O)NCCc1ccccn1	3%	0%	-0.7	5%	2%	-2%	i	-11%	-7
CC1(C)N=C(c2ccccc2)C(c2ccccc2)=N1	-1%	8%	-0.4	50%[activator]	22%	-9%	i	6%	-8
COc1cnc(-c2ccccn2)nc1Oc1ccc(Cl)cc1	?	-9%	-1.4	0%	13%	-11%	i	-3%	/
COc1ccc(CCNC(=O)c2cc(COc3c(C)cccc3C)on2)c(OC)c1	-4%	7%	-0.7	18%	5%	-2%	-13%	-12%	6
O=[N+]([O-])c1ccccc1S(=O)(=O)c1ccccc1[N+](=O)[O-]	5%	19%	0.3	15%	-1%	-6%	i	-2%	3
COc1ccc2[nH]c3c(=O)n4c(nc3c2c1)SCC4	0%	-6%	-0.6	101%[activator]	11%	-2%	i	5%	-2
Cc1c(Cl)cccc1NC(=S)NCc1cccs1	?	5%	0.2	?	6%	-13%	-32%[inhibitor]	11%	4
Nc1cc(=O)[nH]c(SCC(=O)Nc2cccc(S(=O)(=O)N3CCCCC3)c2)n1	-8%	-14%	0.3	0%	5%	-7%	-20%	5%	2
C/C(=N\Nc1ccc(F)cc1)c1ccc(N2CCOCC2)c(F)c1	-17%	-22%	0.2	36%[activator]	-3%	?	-22%	4%	3
Cc1cccc(OCc2nnc(SCc3cc(=O)n4cc(Br)ccc4n3)o2)c1	0%	-8%	1.2	-24%	10%	-6%	-8%[57.5 µM]	8%	-18
O=C(COC(=O)Cc1ccc(F)cc1)Nc1cc(S(=O)(=O)N2CCOCC2)ccc1N1CCCC1	-8%	2%	-0.4	6%	3%	-5%	i	6%	-8
Cc1sc2ncnc(SCC(=O)c3ccc(O)cc3O)c2c1C	2%	-22%	-0.5	17%	9%	-19%	i	-8%	1
O=C1c2cc(O)c(O)cc2S(=O)(=O)C1c1ccccc1 (configuration not stated)	-13%	-6%	1.5	24%	-3%	-6%	-2%	-13%	-2
O=C(Cn1cccn1)c1ccccc1	13%	0%	2.1	25%	1%	-6%	i	1%	-13
CC(=O)Nc1cccc(NC(=O)c2ccc3[nH]c(C)c(C)c3c2)c1	-6%	2%	-2.6	-5%	8%	?	-8%	1%	1
NNc1nnc2c3cc(F)ccc3n(Cc3ccccc3)c2n1	?	6%	7.0	23%	12%	-5%	i	-13%	0
O=C(O)CC(c1ccccc1F)N1Cc2ccccc2C1=O (configuration not stated)	3%	4%	-0.1	0%	-5%	1%	i	5%	-4
O=C(Cc1csc(Nc2nc(=S)[nH]c3ccccc23)n1)NCCCN1CCN(c2cccc(Cl)c2)CC1	-8%	2%	-4.9	?	9%	-8%	-40%[inhibitor]	-3%	3
COc1cc(/C=C/C(=O)OCC(=O)NC(=O)NC(C)C)ccc1OCC#N	-3%	3%	-3.7	38%[activator]	8%	-8%	i	-5%	-1
COc1ccc(CNS(=O)(=O)CCNC(=O)c2ccc(OC)cc2)cc1	1%	5%	-0.1	0%	?	-1%	i	7%	8
COc1ccccc1/C=C1\SC(=O)N(CCC(=O)NCCCn2ccnc2)C1=O	24%	-26%	0.0	12%	1%	-15%	-19%	0%	3
O=C1c2ccc3c4c(ccc(c24)C(=O)N1c1ccc2ccccc2c1)CC3	-13%	4%	0.9	4%	-4%	-16%	i	7%	-1
COc1ccccc1OCC(=O)NNC(=O)c1ccoc1C	-12%	-9%	1.2	1%	0%	-23%	i	-3%	-3
Cn1c(=O)cc(SCC(=O)NCC2CCCO2)c2ccccc21 (configuration not stated)	-7%	0%	1.2	17%	-6%	-8%	i	6%	-3
COc1ccc(C(=O)NN(c2ccccc2)c2ccccc2)cc1	2%	-1%	-1.1	0%	-13%	-7%	-31%[inhibitor]	0%	/
c1ccc(C2c3[nH]c4ccccc4c3CCN2Cc2cccn2-c2ccccn2)nc1 (configuration not stated)	-17%	1%	-0.6	?	7%	5%	-25%	1%	-3
Cc1ccc(NC(=O)/C=C\C(=O)NCC(=O)O)cc1C	12%[1.53 µM]	25%	-1.0	13%	-19%	-6%	i	6%	-4
Cc1cc(N2CCC(C(=O)NCC3CC3)CC2)nc(-c2ccccc2)n1	-12%	13%	-1.6	-22%	0%	-12%	i	1%	1
COC(=O)c1ccc(N=Cc2c(C(F)(F)F)[nH]n(C)c2=O)cc1	-5%	-2%	-2.3	5%	-8%	4%	-3%	-3%	0
Cc1ccc(NC(=O)CN(C)C(=O)c2ccccc2OCc2c(C)noc2C)cc1	3%	6%	0.6	-4%	9%	2%	i	8%	4
CCOc1cc(-c2noc(CCC(=O)NCC3CCCO3)n2)ccc1OC (configuration not stated)	0%	-17%	0.3	37%[activator]	6%	-9%	-18%	1%	0
COc1ccc2c(c1)sc1nc(=O)ccn12	21%	-5%	3.1	5%	-1%	2%	-8%	15%	5
Cc1cccc(N2C(=O)c3cccnc3C2=O)c1	6%	-15%	0.1	-4%	-9%	-4%	-6%[57.5 µM]	-1%	-6
O=C(NCCCN1CCOCC1)c1ccc2c(c1)N(Cc1cccc(F)c1)C(=O)c1ccccc1S2	4%	-29%	2.2	?	-1%	-5%	i	-11%	-2
Nc1nc(CN2CCN(c3ccccc3F)CC2)nc(N2CCCc3ccccc32)n1	?	-25%	-2.7	?	16%	-6%	i	6%	9
O=C(NCCN=C1NS(=O)(=O)c2ccccc21)c1ccccc1	0%	2%	-0.1	9%	6%	1%	i	-1%	-3
O=C(C[n+]1ccccc1)Nc1ccccc1C(F)(F)F	2%	4%	0.1	8%	4%	4%	-24%	-11%	2
Cc1ccc(N(C)/N=C/c2ccc(Cl)cc2Cl)nn1	-11%	21%	-1.5	18%	0%	5%	i	-2%	-4
Cc1cccc(-n2c(=O)c(C#N)cc3c(=O)n4ccccc4nc32)c1	402%[activator]	0%	-1.6	0%	-9%	-5%	i	1%	8
CC1CCN(CCCNC(=O)C2CCC(CNS(=O)(=O)c3cccc4nsnc34)CC2)CC1 (configuration not stated)	-12%	1%	-1.5	?	-1%	-11%	-12%	-8%	12
O=C(NCc1nc(-c2ccc(C(F)(F)F)cc2)no1)Nc1ccc(F)cc1F	-16%	9%	-0.9	?	3%	5%	-35%[inhibitor]	-9%	2

Reformatted with each value named: part of the list above.
Cc1cccc(-n2c(=O)c(C#N)cc3c(=O)n4ccccc4nc32)c1
  HEK293 tox: 402%[activator]
  EPAC1 antag: 0%
  IL2 activator: -1.6
  GLP-1R inv ag: 0%
  GLP1R ag: -9%
  PLK1 PBD inh: -5%
  PTHR1 ag: i
  EPAC1 agonist: 1%
  PI5P4Ka inh: 8
CC1CCN(CCCNC(=O)C2CCC(CNS(=O)(=O)c3cccc4nsnc34)CC2)CC1 (configuration not stated)
  HEK293 tox: -12%
  EPAC1 antag: 1%
  IL2 activator: -1.5
  GLP-1R inv ag: ?
  GLP1R ag: -1%
  PLK1 PBD inh: -11%
  PTHR1 ag: -12%
  EPAC1 agonist: -8%
  PI5P4Ka inh: 12

Other structures follow.
structure	HEK293 tox	EPAC1 antag	IL2 activator	GLP-1R inv ag	GLP1R ag	PLK1 PBD inh	PTHR1 ag	EPAC1 agonist	PI5P4Ka inh
O=C(NCCN1C(=O)S/C(=C\c2cccnc2)C1=O)c1cccc(OC(F)F)c1	-4%	0%	-1.6	-11%	-1%	-14%	-29%	7%	2
O=C(c1ccc(NC2=NC3CS(=O)(=O)CC3S2)cc1)N1CCc2ccccc2C1 (configuration not stated)	3%	-2%	-0.1	7%	-1%	6%	-15%	-7%	-4
CN(CC(=O)NC1(C)CCS(=O)(=O)C1)S(=O)(=O)c1ccc(Cl)cc1 (configuration not stated)	10%	-3%	-3.6	8%	-22%	-7%	-22%	4%	0
Cc1ccc(SCCC(=O)Nc2cccnc2)cc1	6%	-2%	-0.7	2%	12%	-7%	i	8%	2
Cn1c(=O)c2c(n(Cc3ccccc3)c1=O)NC(=O)C2CC(=O)NCc1cccc(Cl)c1 (configuration not stated)	-3%	5%	-1.6	-7%	0%	1%	-3%[57.5 µM]	3%	7
O=C(COc1cccc2cccnc12)Nc1ccccc1	-7%	-11%	2.9	1%	5%	-9%	-14%	6%	-11

Screens as filed in PubChem.
